ELG1 DNA repair – blocks ELG1-dependent DNA repair in HEK293T cells; AID 504467; Potency, µM (highest dose often 46.1 µM), for inactives: at the top dose activity change, negative = inhibition, most hits filed as inhibitors; HEK293T ELG1-luciferase reporter, luminescence, 16 h; DNA damage induced by 5-fluorouridine; actives 2.3% (n = 330,000); also: potency is read from the fitted curve at half-maximal effect; % is scaled to controls: 0 for no effect and ±100 for the full control effect; nearly all actives have a fitted effect of over 55% in size
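Luminescence from the luciferase reporter, measured 30 min after ONE-Glo reagent at room temperature, was the read-out. Beforehand, 2,000 cells per well were exposed for 16 hr at 37 °C to 5-fluorouridine together with compound or vehicle.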
p53 reactivation – restores transcriptional activity of mutant p53; Potency, µM (titrated, usually from 92.2 µM), inactives show at the highest dose activity change, positive = activation, actives largely listed as activators; H1299 p53-A138V BP100-luciferase reporter, luminescence, 24 h; actives 0.063% (n = 320,000); also: potency is read from the fitted curve at half-maximal effect; % of control where 0% means no effect; nearly all actives have a fitted effect of over 45% in size
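p53-null H1299 cells stably carrying temperature-sensitive p53-A138V and a BP100-luciferase reporter were pinned with compounds (4-point, 1:5 series) and held 24 hrs at 37 deg C. Luminescence was read 10 min after detection reagent.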
PTAP TSG101 blk – blocks PTAP/TSG101 interaction to inhibit HIV-1 budding | Q99816 | Fluorescence polarization, FITC-PTAP peptide / Tsg101 binding | Potency, µM (doses to about 115 µM), without a hit: at the highest dose activity change, negative = inhibition, usual class: inhibitors | 340,000 tested, under 10 active; active = well fitted inhibition curve with a large enough effect in the main read-out, with a control signal flat, not every such curve was filed as active; inconclusive = small, poorly fitted or top-dose-only effect, or effect the other way, or a change in a side signal; inactive = no such curve, though single readings can be large or run the other way; also: potency is read from the fitted curve at half-maximal effect; % of control where 0% means no effect
Target sequence (Q99816 whole entry, looked up): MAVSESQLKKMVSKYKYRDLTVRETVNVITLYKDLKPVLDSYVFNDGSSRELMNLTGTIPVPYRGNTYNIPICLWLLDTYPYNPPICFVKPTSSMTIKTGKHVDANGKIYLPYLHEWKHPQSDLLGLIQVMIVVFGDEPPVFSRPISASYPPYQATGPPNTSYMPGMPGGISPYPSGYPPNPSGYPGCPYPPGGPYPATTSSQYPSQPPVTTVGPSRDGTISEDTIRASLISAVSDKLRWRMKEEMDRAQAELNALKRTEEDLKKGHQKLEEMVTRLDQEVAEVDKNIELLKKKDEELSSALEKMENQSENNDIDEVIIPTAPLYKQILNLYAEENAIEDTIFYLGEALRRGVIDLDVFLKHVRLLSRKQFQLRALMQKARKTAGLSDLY
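Fluorescence polarization binding of Tsg101 binding domain (10 uM final) to FITC-labeled PTAP peptide (50 nM final) in HEPES pH 7.5 buffer with NaCl, Tween 20, EDTA, TCEP. Compounds added before peptide; binding 20 min at RT.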
B2AR arrestin – recruits beta-arrestin to the human beta2-adrenergic receptor. Potency, µM (series often up to 46.1 µM), for inactives: at the top dose activation, actives largely listed as activators. P07550. beta-arrestin recruitment to beta2AR, cell-based reporter. AID 492947. actives 0.02% (n = 330,000);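 also: potency is read from the fitted curve at half-maximal effect; 0% = DMSO controls and full agonism = EC100 isoproterenol or metaproterenol; nearly all actives have a fitted effect of over 65% in size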
Target sequence (P07550 whole entry, looked up): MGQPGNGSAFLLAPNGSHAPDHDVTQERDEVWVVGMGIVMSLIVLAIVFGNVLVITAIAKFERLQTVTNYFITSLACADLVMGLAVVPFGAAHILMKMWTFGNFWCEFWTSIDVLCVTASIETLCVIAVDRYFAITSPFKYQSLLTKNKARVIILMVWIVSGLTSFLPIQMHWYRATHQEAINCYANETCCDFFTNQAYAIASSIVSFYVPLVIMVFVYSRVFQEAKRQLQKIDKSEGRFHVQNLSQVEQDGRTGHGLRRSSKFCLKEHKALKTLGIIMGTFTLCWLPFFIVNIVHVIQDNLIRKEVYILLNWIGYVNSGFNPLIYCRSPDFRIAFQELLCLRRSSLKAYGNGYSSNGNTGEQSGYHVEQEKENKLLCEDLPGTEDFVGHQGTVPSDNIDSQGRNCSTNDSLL
Integrin act MD – activates integrin-mediated alleviation for muscular dystrophy; actives 0.064% (n = 350,000); AID 624291; Potency, µM (series often up to 38.3 µM), without a hit: top-dose activation, hits mostly activators; alpha7betagal myoblasts, beta-gal FDG fluorescence, 48 h;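 also: potency is read from the fitted curve at half-maximal effect; 100% = response of the positive control SU9516; nearly all actives have a fitted effect of over 60% in size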
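Alpha7betagal+/- myoblasts (passage 13) were plated 16-24 hr, then exposed to compounds (1:260 dilution of DMSO stock) for 48 hours at 37C. After MPER lysis, β-galactosidase reporter activity was read as FDG fluorescence (ex 480/em 540) after 30 minutes.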
MLL CXXC-DNA inh – inhibitors of human MLL CXXC domain-DNA interaction | Q03164 | MLL-CXXC / FITC-HOXA9 DNA fluorescence polarization | Potency, µM (series often up to 115 µM), inactives show at the top dose activity change, negative = inhibition, hits mostly inhibitors | actives 0.037% (n = 290,000) | AID 2662; active = well fitted inhibition curve with a large enough effect in the polarisation, with a control signal flat, not every such curve was filed as active; inconclusive = small, poorly fitted or top-dose-only effect, or effect the other way, or a change in a side signal; inactive = no such curve, though single readings can be large or run the other way; the % refers to the polarisation; also: potency is read from the fitted curve at half-maximal effect
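Fluorescence polarization: 7 uM MLL-CXXC (stock) preincubated 5 min with compounds, then 50 nM fluorescein-HOX-A9 DNA (stock) added; 30 min ambient. Buffer 50 mM Tris-HCl pH 7.5, 50 mM NaCl, 1 mM DTT, 0.05% BSA.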
A-T KAP1 phos – candidate therapy for ataxia-telangiectasia | […] A-T fibroblasts, KAP-1 phosphorylation AlphaLISA; neocarzinostatin DNA damage 30 min before lysis | actives 0.19% (n = 320,000) | Potency, µM (top dose mostly 57.5 µM), inactives show top-dose activation, most hits filed as activators; also: potency is read from the fitted curve at half-maximal effect; % of control where 0% means no effect; nearly all actives have a fitted effect of over 45% in size
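hTERT-immortalized A-T patient fibroblasts ([…]), 500 cells/well in OPTI-MEM, 1% FBS, got compounds for 60 min, then NCS for 30 min at 37C. Lysates were then assayed for phospho-KAP-1 by AlphaLISA (anti-pKAP1 donor, anti-KAP1 acceptor beads), 6 hr at 25C.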
TCR act – T cell receptor activation; primary human leukocytes, anti-CD3, IL-2 HTRF, 48 h; Potency, µM (doses to about 9.22 µM), for inactives: top-dose activation of IL-2 secretion, most hits filed as activators; 330,000 tested, under 10 active; also: % of control where 0% means no effect
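Activity was scored as IL-2 release from primary human leukocytes given only a TCR signal (a-CD3 beads) plus compound for 48 hr. Detection used a two-antibody HTRF format read at 665nm.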
BRCA1 expr up – BRCA1 expression activation. MCF7-BRCA1-FFLuc reporter, luminescence, 48 h; response scale: scaled: vehicle 0%, 10 µM genistein 100%. Potency, µM (doses to about 46.1 µM), for the others: top-dose activation, actives largely listed as activators. actives 1.1% (n = 380,000). AID 624202; also: potency is read from the fitted curve at half-maximal effect; nearly all actives have a fitted effect of over 80% in size; some results filed as inactive show a strong effect at the top dose
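48 h compound treatment of MCF7-BRCA1-FFLuc cells (phenol-red free MEM, 37 °C), then 15 min with luciferase substrate and luminescence imaging.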
TRPV1 ag – human TRPV1 agonism; Q8NER1; TRPV1-expressing cells, Fluo-8 calcium influx, agonist mode; activation, % at 8.33 µM; actives 0.19% (n = 320,000); in the data active = activation above about 80%; inconclusive = between about 30% and that limit; also: 0% is about no effect
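Fluo-8 calcium influx in TRPV1-expressing cells, kinetic read (ex 480/em 520 nm). Compound added and read 3 min for agonist activity, followed by capsaicin at EC20 final and 2 min further read for enhancement.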
Active calls of the source: *; ? = inconclusive; . = not tested or not shown; [ ] = another dose, or the depositor's remark. Unless noted, calls follow the shape of the dose curve; as a rule, active = well fitted curve in the direction sought with a large enough effect; inconclusive = small, poorly fitted or top-dose-only effect, or another doubt; inactive = no such curve, though single readings can be large; an effect the other way counts as inactive or inconclusive.

SMILES	ELG1 DNA repair	p53 reactivation	PTAP TSG101 blk	B2AR arrestin	Integrin act MD	MLL CXXC-DNA inh	A-T KAP1 phos	TCR act	BRCA1 expr up	TRPV1 ag
CCSC1=NCCN1S(=O)(=O)c1ccc(Cl)cc1	-4%	3%	-1%	-0.9%	-7%	0%	11%	-2%	93%	-6
COc1cccc(-c2sc3ccc(OC)cc3c2-c2ccc(O)cc2)c1	-9%	-3%	.	0.5%	-12%	.	5%	0%	-30%	3
C#CCOCCOCCOCCNc1nc(N2CCN(C(=O)CCCCCCCCCCNC(=O)[C@H](CCCCN)n3cc(C[C@@H](C)CC)nn3)CC2)nc(N2CCN(C(=O)CCCCCCCCCCNC(=O)[C@H](CCCN=C(N)N)n3cc(C[C@@H](C)CC)nn3)CC2)n1	?	-3%	12%	0.0%	-45%	.	11%	-4%	-19%	2
COC(=O)c1ccc2c(=O)n(Cc3ccc(C(=O)NC4CCCC4)cc3)c(=S)[nH]c2c1	?	5%	-2%	-1.0%	-10%	6%	7%	-1%[46.1 µM]	14%	3
CC1CCN(S(=O)(=O)c2ccc(S(=O)(=O)N3CCC4(CC3)OCCO4)cc2)CC1	6%	-3%	0%	-2.2%	13%	-4%	12%	2%[46.1 µM]	-4%	-6
O=C(N/N=C/c1ccc(OC(=O)c2cccc(F)c2)cc1)c1cccnc1	15%	4%	2%	-0.5%	0%	134%[activator]	0%	-3%	0%	-1
COC(CNC(=O)CN1CCN(Cc2ccc(F)cc2Cl)C1=O)OC	4%	-2%	1%	0.9%	-3%	5%	-12%	-1%	-3%	-2
Cc1ccc(C(C)C)c(OC/C(O)=C(\C#N)c2nc3ccccc3[nH]2)c1	16µM*	5%	0%	0.2%	9%	-12%	-11%	-8%	-65%	?
NCCCC[C@@H](C(=O)NCCCCCCCCCCC(=O)N1CCNCC1)n1cc(CCO)nn1	8%	5%	-12%	0.0%	14%	.	7%	4%	3%	2
COc1ccc(N2CC(C)(C)C2=O)cc1	?	-1%	-1%	0.0%	-9%	3%	-3%	-4%	67%	1
Cc1onc(-c2ccccc2)c1C(=O)Nc1nnc(CC(C)(C)C)s1	-13%	-5%	-14%	-0.8%	61%	-3%	-2%	-27%	-24%	7
Nc1nnc(SCC(=O)Nc2cccc(S(=O)(=O)N3CCCCC3)c2)s1	0%	-12%	-7%	-2.1%	6%	.	3%	-1%	-29%	2
CC(=O)c1ccc(NC(=O)CN2CCN(S(=O)(=O)c3ccc4ccccc4c3)CC2)cc1	?	4%	14%	-0.1%	4%	.	-4%	-1%	19%	-1
Cc1ccc(S(=O)(=O)Nc2cccc(S(=O)(=O)Nc3ccccc3C(=O)O)c2)c(C)c1	?	4%	-10%	-0.4%	3%	.	3%	4%[46.1 µM]	-1%	.
Cc1cccc(C)c1OCC(=O)N/N=C/c1cccn1C	-18%	15%	-2%	2.4%	15%	-2%	0%	2%[46.1 µM]	1%	10
CN(C)CC/C=C1/c2ccccc2Sc2c(O)cc(Cl)cc21	?	10%	-6%	-0.2%	-13%	0%	6%	-3%[46.1 µM]	-73%	1
Cc1cc(Cl)ccc1OC(C)C(=O)Nc1ccc(S(=O)(=O)Nc2cnc3ccccc3n2)cc1 (stereo not given)	0%	-5%	-7%	-0.7%	10%	?	5%	10%	-23%	0
CC(C)c1nc(SCC(=O)NCC2CCCO2)c2c(=O)n(C)c(=O)n(C)c2n1 (stereo not given)	14%	?	-4%	-1.2%	2%	15%	-1%	4%	13%	-4
CCCOc1cccc(C2C(C(=O)c3cccs3)=C(O)C(=O)N2Cc2cccnc2)c1 (stereo not given)	-5%	0%	?	0.5%	-29%	-15%	4%	-4%	6%	0
COc1ccccc1/C=C\C=N\n1c(C2CCCCC2)n[nH]c1=S	?	-2%	-5%	-1.2%	-6%	-5%	-5%	5%	-2%[1.84 µM]	?
COc1ccc2c(c1)CCc1c(C(=O)N3CCc4ccccc4C3)noc1-2	-17%	5%	-6%	0.1%	14%	11%	11%	.	29%	?
COCCN(C(=O)COC(=O)c1cc(C)n(-c2ccccc2)c1C)c1c(N)n(Cc2ccccc2)c(=O)[nH]c1=O	0%	-8%	-1%	-0.1%	3%	.	3%	2%	-20%	3
CCN(CC(=O)NC1CC1)S(=O)(=O)c1ccc(OC)cc1	2%	-1%	-2%	-0.8%	-19%	7%	4%	9%	-9%	-2
O=c1[nH]c2ccc(S(=O)(=O)N3CCCC3)cc2[nH]1	?	-2%	-5%	-0.3%	15%	3%	-7%	0%	-5%	1
C#CCOCCOCCOCCNc1nc(N2CCN(C(=O)[C@H](Cc3ccc(O)cc3)n3cc([C@@H](N)CC(C)C)nn3)CC2)nc(N2CCN(C(=O)[C@H](Cc3cc4ccccc4[nH]3)n3cc([C@@H](N)CC(C)C)nn3)CC2)n1	16%	1%	0%	3.7%	-12%	28%	-24%	-1%	-9%	4
O=C(COC(=O)CNC(=O)C1CCCCC1)Nc1ccc2ccccc2c1	?	4%	-8%	0.5%	0%	-3%	.	-2%	27%	18
Fc1ccc(CSc2nnc(CN3CCOCC3)n2-c2ccccc2)c(Cl)c1	-10%	-4%	-3%	0.1%	0%	10%	0%	0%	-13%	3
O=C(NCc1ccco1)C1CC2CCC1C2 (stereo not given)	?	2%	-8%	0.2%	3%	8%	1%	7%	8%	6
CC(C)N(C(=O)COC(=O)c1ccc(Cl)s1)c1ccccc1	12%	6%	-7%	0.4%	0%	.	10%	-4%	-3%	3
CCOC(=O)C1=C(C)N(CCCC(=O)O)C(=O)NC1c1ccccc1OS(=O)(=O)c1ccc([N+](=O)[O-])cc1 (stereo not given)	.	.	-2%	.	-3%	.	.	8%	-9%	.
O=C(COC(=O)Cn1cnc2ccccc21)Nc1ccc2c(c1)C(=O)c1ccccc1C2=O	?	?	-1%	10%	?	5%	-15%	-2%[46.1 µM]	8.9µM*	-7
Cc1cc(C)n(-c2ccc3nncn3n2)n1	?	-2%	-6%	-0.7%	0%	4%	0%	-5%	7%	-4
Nc1ccc(CCc2ccc(N)cc2)cc1	.	.	1%	.	-15%	.	.	0%	-3%	.
CCOC(=O)CC(=O)CSc1nc(-c2ccccc2)cc(-c2ccc(Cl)cc2)c1C#N	-18%	-5%	1%	-0.4%	13%	-3%	2%	-1%	-54%	0
CCOC(=O)C1(Cc2ccc(OC)cc2)CCN(C(=O)Cc2cccnc2)CC1	-2%	0%	-3%	0.4%	0%	2%	0%	10%	2%	19
O=S(=O)(c1cccc(C(F)(F)F)c1)N1CCC(O)(c2cccnc2)CC1	-3%	-10%	-8%	-0.5%	-22%	13%	2%	3%	-17%	-2
Cc1cc(C(F)(F)F)nc(SCC(=O)Nc2c(C)n(C)n(-c3ccccc3)c2=O)n1	0%	5%	0%	0.3%	11%	0%	1%	-1%	-11%	1
COc1cc(NC(=O)CCC(=O)N2CCN(S(=O)(=O)c3ccc(C)cc3)CC2)cc(OC)c1	.	.	0%	.	7%	.	.	-1%	-37%	.
Cc1ccc(NC(=O)c2cc3ccccc3oc2=N)cc1	?	13%	1%	0.0%	17%	47%[activator]	?	3%	26%	18
CCc1nc(NCCC(C)C)c(C#N)c2c1CCCC2	1%	3%	-5%	0.6%	18%	-6%	.	1%	-24%	4
COc1cc(C(=O)Nc2c(C(=O)N3CCOCC3)oc3ccccc23)cc(OC)c1OC	?	-3%	-6%	0.2%	-17%	6%	-5%	0%	-6%	21
O=C(NCC(c1ccc(F)cc1)N1CCOCC1)c1cccnc1Sc1ccccc1 (stereo not given)	-1%	-1%	-1%	0.1%	-10%	.	0%	0%	-7%	0
O=C1NCCNC1(c1c[nH]c2ccccc12)C(F)(F)F (stereo not given)	2%	2%	-2%	0.2%	2%	2%	1%	-2%	-14%	1
COCCN(CC(=O)Nc1cccc(C)c1C)C(=O)Cc1ccsc1	21%	-3%	-6%	-0.3%	-8%	.	3%	-1%	-5%	.
Cc1nc(NC(=O)CCN2C(=O)C3CC=CCC3C2=O)sc1C (stereo not given)	?	1%	-5%	0.0%	-29%	-3%	-7%	0%	42%	3
COc1cccc(OCCCCSc2ncccn2)c1	?	19%	-1%	-1.1%	-7%	-3%	4%	1%	?	8
CCc1cccc(NC(=O)CCCn2nc(C)c3c(C)n(-c4ccccc4)nc3c2=O)c1	3%	6%	-2%	0.2%	5%	-5%	-4%	2%	-1%	1
COc1cc2sc3cc(NCCCN4CCOCC4)ccc3c(=O)c2cc1OC	?	20%	.	0.7%	21%	.	-7%	-1%	?	.
Cc1snc(SCc2ccc(F)cc2)c1C#N	?	0%	-9%	-0.8%	6%	?	11%	-20%	3%	?

Screening results deposited in PubChem BioAssay by National Center for Advancing Translational Sciences (NCATS).
